Assay outcomes: PubChem BioAssay, several laboratories
NPY-Y1 antag: blocks the human neuropeptide Y Y1 receptor. P25929. HEK293-CNG Y1 cells, membrane potential fluorescence; NPY at EC95, then isoproterenol. inhibition, % at 3.6 µM. 200,000 tested, 1% active;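 active = inhibition above the campaign mean inhibition of all tested compounds plus 3 SD, cut at about 20% in these data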;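 note: 0% = DMSO wells given NPY plus isoproterenol and 100% = isoproterenol alone without NPY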
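Test system: HEK293 cells co-expressing NPY Y1 receptor and cyclic-nucleotide gated channel; Also added: NPY (25 nM), isoproterenol (1 µM), Ro 20-1724 (25 µM); Compound dosing: one concentration, 3.6 µM, in 0.4% DMSO; Timing: dye 3 h, compound 60 min room temperature, stimulation 45 min; Technique: Membrane-potential fluorescent dye readout.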
NPY2 pot ag: potentiators or agonists of human neuropeptide Y receptor Y2; cells expressing NPY-Y2, potentiator/agonist read-out; 220,000 tested, 0.45% active; AID 1359; activation, % at 3.6 µM; in the data active = activation above about 27%;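 note: cells stimulated with NPY near EC25 plus isoproterenol at EC100; 0% = vehicle plus submaximal agonist and 100% = vehicle plus saturating agonist; some results beyond the cut were filed as inactive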
Target sequence (P49146 whole entry, looked up): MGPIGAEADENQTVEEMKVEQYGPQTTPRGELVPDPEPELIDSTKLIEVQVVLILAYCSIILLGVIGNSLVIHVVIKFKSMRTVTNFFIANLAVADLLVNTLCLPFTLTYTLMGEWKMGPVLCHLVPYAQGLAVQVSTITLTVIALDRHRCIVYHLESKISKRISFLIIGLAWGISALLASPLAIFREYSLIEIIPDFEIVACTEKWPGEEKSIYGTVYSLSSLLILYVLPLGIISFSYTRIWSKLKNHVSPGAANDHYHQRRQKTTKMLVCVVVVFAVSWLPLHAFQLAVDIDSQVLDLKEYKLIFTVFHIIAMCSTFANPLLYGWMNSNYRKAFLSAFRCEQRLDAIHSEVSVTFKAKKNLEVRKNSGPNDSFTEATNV
NPY1 pot ag: human NPY-Y1 potentiation or agonism, primary screen. AID 1304. 220,000 tested, 0.37% active. activation, % at 3.6 µM. P25929. NPY-Y1 expressing cells, potentiator/agonist activation; in the data active = activation above about 33%, passing the limit was not always enough;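 note: cells stimulated with NPY at EC10 then isoproterenol at EC100; 0% = low agonist plus stimulus and 100% = saturating agonist plus stimulus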
BaF3 tox: parental Ba/F3 viability inhibition as JAK2V617F counter-screen; inhibition, % at 5.6 µM; 220,000 tested, 1.1% active; AID 1486; CellTiter-Glo ATP luminescence;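 active = inhibition above a per-campaign cutoff, the mean inhibition of all tested compounds plus 3 SD, cut at about 27% in these data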;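 note: 0% = DMSO wells and 100% = JAK Inhibitor I control wells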
NCF1 inh: blocks human p47phox regulatory protein of NADPH oxidases; p47phox/p22phox peptide binding, fluorescence polarization, 2 h; inhibition, % at 24.7 µM; 220,000 tested, 0.53% active; AID 1274;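 active = inhibition above about 30%, limit read from the data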;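 note: 0% = p47phox with labelled peptide and 100% = labelled peptide alone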
S1P4 agonist: activates the human S1P4 receptor | O95977 | S1P4-expressing cell line, agonist reporter assay | activation, % at 4.98 µM | 220,000 tested, 0.35% active; in the data active = activation above about 11%;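 note: 0% = DMSO vehicle and 100% = reference agonist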
Target sequence (O95977 whole entry, looked up): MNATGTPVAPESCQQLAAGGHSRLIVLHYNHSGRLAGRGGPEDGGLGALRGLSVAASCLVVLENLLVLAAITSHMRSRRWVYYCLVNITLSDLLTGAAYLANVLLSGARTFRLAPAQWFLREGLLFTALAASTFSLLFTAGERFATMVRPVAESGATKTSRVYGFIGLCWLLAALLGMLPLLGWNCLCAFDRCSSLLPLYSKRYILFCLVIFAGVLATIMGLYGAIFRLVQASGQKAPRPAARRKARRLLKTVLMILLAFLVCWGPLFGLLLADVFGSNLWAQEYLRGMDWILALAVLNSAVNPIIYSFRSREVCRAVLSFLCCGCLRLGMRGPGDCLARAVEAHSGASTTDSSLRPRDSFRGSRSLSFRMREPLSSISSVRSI
CHOP inhibitor: blocks CHOP induction under ER stress. CHO-K1 CHOP-promoter luciferase, tunicamycin-induced, 15-18 h. inhibition, % at 10 µM. 220,000 tested, 3.8% active. AID 2732;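 active = compounds that reduced the stress-induced luciferase reporter signal by more than about 70% of percent inhibition, limit read from the data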;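 note: 0% = tunicamycin plus vehicle and 100% = wells without tunicamycin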
S1P4 antag: blocks the human S1P4 receptor. O95977. S1P4-expressing cells, antagonist mode, reporter read-out. inhibition, % at 4.98 µM. 220,000 tested, 0.26% active. AID 1510; in the data active = inhibition above about 29%;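 note: 0% = wells stimulated with agonist and 100% = vehicle wells without agonist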
Ba/F3 V617F tox: lowers viability of Ba/F3 cells expressing EpoR and JAK2V617F | ATP luminescence | 220,000 tested, 1.1% active | inhibition, % at 5.6 µM;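 active = inhibition above the campaign mean plus 3 SD over all tested compounds, cut at about 24% in these data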;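 note: cytokine-independent growth of Ba/F3 cells driven by EpoR plus mutant JAK2; 0% = DMSO-treated cells and 100% = JAK inhibitor I control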
The depositor's hits bear a star; . = not tested or not shown.

molecule	NPY-Y1 antag	NPY2 pot ag	NPY1 pot ag	BaF3 tox	NCF1 inh	S1P4 agonist	CHOP inhibitor	S1P4 antag	Ba/F3 V617F tox
CCn1c(SCC(=O)N2CCCc3ccccc32)nc2c1c(=O)n(C)c(=O)n2C	13.9	-14.3	-17.5	2.4	-2.6	-1.0	19.1	-9.4	4.7
COCCNS(=O)(=O)c1ccc(C)c(C)c1C	1.9	-2.6	12.9	10.5	-8.1	-0.5	7.0	-6.2	-1.4
Brc1cc(/C=N/n2cnnc2)oc1Br	3.5	-5.5	-7.8	6.0	-1.8	2.2	-9.4	-2.4	-3.6
COc1ccccc1-c1nnc(SC(C)C(=O)O)n1-c1ccccc1 (stereo not given)	3.6	0.2	-1.9	4.4	-8.3	2.3	-13.2	-8.6	-1.4
O=C(NN1C(=O)C2C3C=CC(O3)C2C1=O)c1ccccc1 (stereo not given)	-1.6	7.2	7.5	3.5	-8.3	-1.4	2.7	-3.1	2.1
CC(/C=N/O)Cc1ccc2c(c1)OCO2 (stereo not given)	-1.1	8.2	-0.7	1.7	-4.1	1.1	24.8	7.2	-2.7
CCOc1nc(C)ccc1-c1noc(C)n1	-3.4	27.7	13.4	5.1	-8.3	-0.3	12.6	-13.5	1.5
COc1ccccc1NC(=O)Cc1csc(NC(=S)Nc2ccccc2)n1	3.7	1.2	3.3	-0.7	-40.0	0.6	46.7	3.5	-5.4
Cc1cc(=O)n2c(nc3ccccc32)[nH]1	-6.7	-15.8	-24.8	1.0	-1.3	2.0	22.7	5.2	-0.1
CNC(=S)Nc1cc(C(=O)N2CCCC2)ccc1N1CCCC1	-0.6	0.3	-0.7	2.7	-1.0	0.5	1.1	7.7	1.5
CC(=O)Nc1ccc(C(C#N)c2ccccc2)cc1 (stereo not given)	1.3	11.4	1.4	3.0	1.1	0.3	-10.2	4.4	0.4
CCOC(=O)c1c(NC(=O)CN2C(=O)NC3(CCC(CC)CC3)C2=O)sc(C)c1-c1ccc(C)cc1 (stereo not given)	-6.5	-0.7	11.1	4.6	-14.9	3.4	11.8	-1.0	-5.9
O=C(CSc1ccc(-c2ccccc2)nn1)NCC1CCCO1 (stereo not given)	-1.4	-4.1	-2.8	10.3	2.8	-2.6	-6.0	-3.9	2.6
CC(=O)Oc1ccc(/C=C2/CCc3ccccc3C2=O)cc1	.	-17.3	8.7	3.1	-10.9	1.1	10.2	-7.3	-1.7
Cc1cccc(Cn2cccc2/C=C2/C(=N)N3C=CSC3=NC2=O)c1	2.0	-8.4	-27.6	7.2	-30.6	0.6	60.3	0.4	-0.8

molecule	NPY-Y1 antag	NPY2 pot ag	NPY1 pot ag	BaF3 tox	NCF1 inh	S1P4 agonist	CHOP inhibitor	S1P4 antag	Ba/F3 V617F tox
O=C(NCc1ccco1)/C(=C/c1ccco1)NC(=O)c1ccc(Br)o1	3.3	-10.4	-7.2	-0.8	-21.0	7.3	33.8	-22.4	-1.9
CC(=O)Nc1nc(-c2ccc(Br)s2)cs1	1.0	-18.5	7.7	5.1	-17.5	0.3	53.3	-3.6	4.3
COc1ccc(S(=O)(=O)N2CCC(C(=O)NCC3CCCO3)CC2)cc1C (stereo not given)	2.1	10.3	16.9	-1.1	-16.7	0.0	-0.1	-6.7	-1.7
CCCn1nnc(NC(=O)c2ccc(-c3cc(Cl)ccc3Cl)o2)n1	13.6	1.9	-14.8	9.5	-6.3	0.4	33.3	-10.6	1.1
COc1ccc(/C=C/C(=O)Oc2ccc(/C=N/NC(=O)c3ccccc3)cc2)cc1OC	1.2	-5.6	-8.3	9.1	17.3	-4.9	-14.9	-11.3	3.5
O=C(NC(=S)Nc1ccc(S(=O)(=O)N2CCCCC2)cc1)c1ccc(Cl)cc1	0.6	9.3	-0.7	3.4	3.7	-2.7	24.5	-1.7	1.6
Cc1nc(C(=O)N/N=C/c2[nH]ncc2Br)cs1	.	8.8	8.8	1.8	-0.6	1.0	4.5	-2.5	-5.4
COC(=O)c1cc2c(cc1Cl)N1CCCCCC1=NS2(=O)=O	.	7.9	-1.1	-6.3	-1.5	1.0	-7.6	-4.2	1.4
Cc1cc(C)c(S(=O)(=O)NCCCN2CCOCC2)cc1Br	10.1	-0.5	6.7	7.8	6.1	1.4	61.6	-1.9	2.5
COc1cc(NC(=O)CSc2nc3c(C)ccc(C)c3cc2C)c(C(=O)O)cc1OC	3.5	9.2	2.9	0.1	-5.6	1.0	-35.8	-4.3	-4.2
N#Cc1cccc(NC(=O)NCCc2c[nH]c3ccccc23)c1	2.1	2.2	5.5	6.3	4.4	0.7	20.9	5.4	3.2
COc1ccc(OC)c(NC(=O)COC(=O)CSc2ccc(Cl)cc2)c1	9.4	-16.1	-18.1	5.8	-2.9	0.5	-21.5	-5.0	-0.8
c1ccc(OCCOCCN2CCN(C(c3ccccc3)c3ccccc3)CC2)cc1	16.0	-11.2	-7.8	2.5	-8.1	-0.2	72.8*	-2.5	-1.2
COC(=O)C1C(=O)C2=C(CC1C)Nc1ccccc1NC2c1ccc(C)s1 (stereo not given)	-7.8	-11.9	11.4	6.8	-0.1	-1.5	-6.5	12.8	2.8
CCN(CC)S(=O)(=O)c1ccc2oc(C(=O)NC(C)C)c(C)c2c1	6.0	-7.9	-2.6	5.3	-5.5	-1.6	20.8	-0.5	2.3

molecule	NPY-Y1 antag	NPY2 pot ag	NPY1 pot ag	BaF3 tox	NCF1 inh	S1P4 agonist	CHOP inhibitor	S1P4 antag	Ba/F3 V617F tox
CC1CCN(CC(O)COC2CC(C)CCC2C(C)C)CC1 (stereo not given)	10.1	-4.4	41.3*	2.7	-2.7	1.6	20.5	3.4	-2.4
Nc1ccc(C(=O)OCc2nc3ccccc3[nH]2)cc1	1.1	5.6	13.3	3.0	-0.3	0.3	-40.0	2.6	-0.5
COc1ccccc1N1CCN(Cc2cccs2)CC1	0.1	-6.3	-11.3	3.4	-5.4	-0.7	12.2	1.2	0.4
CN1CCN(C(=O)c2cc(COc3ccc(F)cc3Cl)on2)CC1c1ccccc1 (stereo not given)	-0.1	1.4	0.8	6.0	-35.0	0.7	7.5	-6.6	1.1
Cc1cc(/C=c2\sc3nc4ccccc4n3c2=O)c(C)n1-c1ccc(C(=O)O)cc1	4.3	-1.5	10.2	-0.2	-70.0	0.1	-26.9	-10.4	3.5
O=C(NCc1ccccc1)c1c[nH]c2cc3c(cc2c1=O)OCCO3	0.1	-7.3	-0.8	3.1	-24.9	0.3	-15.9	-16.8	-3.0
COC(=O)COC(=O)c1ccc(-n2nnnc2SC)cc1	0.4	-0.7	1.3	1.4	-9.1	1.6	35.5	-8.1	-3.1
CCCCCCCn1c2c(c(=N)c3ccccc31)CCC2	65.9*	-36.6	-89.8	77.9*	11.4	-2.4	34.1	-15.9	98.8*
CCCCCNC(=O)C(C#N)c1nc2ccccc2nc1N1CCCC1 (stereo not given)	-0.7	2.8	15.6	6.9	-80.1	-2.2	-0.7	-12.1	0.7
CC1CCCCC1NC(=O)C1CC=CCC1C(=O)O (stereo not given)	5.0	12.9	14.8	-1.2	-7.7	0.8	14.2	-13.6	-4.6
CCOC(=O)c1[nH]c2ccc(OC)cc2c1NC(=O)C(C)N1CCC2(CC1)OCCO2 (stereo not given)	1.9	2.5	-11.4	3.1	-1.9	-0.2	25.5	17.6	1.5
CCOC(=O)C(NCCc1ccccc1F)(NC(=O)CC)C(F)(F)F (stereo not given)	2.4	-5.0	5.3	1.0	-10.5	-1.9	14.5	-19.2	-0.5
CC(C)Cn1c(N)c(C(=O)COC(=O)c2ccc3ccccc3n2)c(=O)n(C)c1=O	-3.4	9.2	23.7	0.9	-9.2	2.8	69.5	-8.6	-0.9
CCCCC(=O)NC(=S)NNC(=O)c1ccc(Cl)cc1Cl	-2.8	3.3	10.6	-0.6	3.6	1.9	20.3	0.0	1.1
O=S(=O)(c1ccc(Cl)cc1)N1CCC2(CC1)CO2	5.0	-1.2	1.5	6.2	-19.8	-0.1	-18.2	11.9	-0.5

molecule	NPY-Y1 antag	NPY2 pot ag	NPY1 pot ag	BaF3 tox	NCF1 inh	S1P4 agonist	CHOP inhibitor	S1P4 antag	Ba/F3 V617F tox
CCOC(=O)N=Nc1c(O)n(CC(=O)OC)c2ccccc12	-3.0	-9.1	3.7	2.3	7.4	-0.6	-0.4	-4.4	5.8
N#Cc1c2n(c3c(=O)n(Cc4ccccc4Cl)cnc13)CCCCC2	8.3	-7.4	-13.9	7.2	-3.3	1.4	35.3	-13.2	6.6
Cc1csc(SCC(=O)NC2CCCCC2)n1	1.7	-4.9	-10.7	8.4	-2.9	-0.8	-6.5	-25.2	1.2
COc1ccc(NS(=O)(=O)c2ccc(O)c(C(=O)OCC(=O)NC(C)C3CC4CCC3C4)c2)cc1 (stereo not given)	1.6	-11.1	-7.7	9.1	-19.7	-1.1	14.7	0.3	1.1
Cc1ccc2c(N)c(C(=O)N(c3ccccc3)c3ccccc3)sc2n1	5.2	6.0	25.0	3.7	10.0	-1.2	36.2	-14.4	-4.4
OCCN1CCN(c2ncnc3ccc(Br)cc23)CC1	-0.4	9.2	-5.8	0.5	6.0	0.6	35.2	-37.7	-5.1
O=C(OCCCN1CCCCC1)c1ccc(O)cc1	6.8	4.7	3.7	-1.4	-45.7	-4.6	21.5	8.5	-2.9
CCC1SC(CC)C(=O)N(CC(=O)NCc2ccc(F)cc2)C1=O (stereo not given)	2.5	0.9	-1.5	4.2	-7.2	0.5	1.9	0.7	0.6
COC(=O)c1cc2ccsc2n1Cc1nc(-c2ccc(OC)cc2)oc1C	5.3	-8.2	-88.4	0.4	-30.3	-3.2	7.8	0.4	-0.2
CC1CCCC(NC(=O)COC(=O)CCSc2ccccc2)C1C (stereo not given)	14.7	-8.5	-24.1	6.5	1.4	-0.8	-2.3	-0.9	2.4
c1cnc2ccc(C(c3nnnn3C3CCCCC3)N3CCCCC3)cc2c1 (stereo not given)	1.3	-4.8	-40.3	3.1	-1.3	-1.0	-29.1	2.3	-1.2
CCc1ccccc1NC(=O)C1CCN(C(=O)c2ccc([N+](=O)[O-])cc2)CC1	-0.7	10.2	-1.3	-1.7	.	-0.7	40.3	-1.2	1.1
Cc1ccccc1NC(=O)NCC1CCCO1 (stereo not given)	0.1	4.7	8.6	5.3	-4.7	0.5	-1.9	-7.3	3.9
CC(C)CC(=O)N=C1SC2CS(=O)(=O)CC2N1CCc1ccccc1 (stereo not given)	0.0	7.2	1.9	-3.4	-10.9	0.9	21.0	-3.1	-5.0
O=[N+]([O-])c1ccc(CCNc2cccc3ccccc23)c([N+](=O)[O-])c1	1.0	0.0	-0.4	6.3	-20.7	3.3	14.7	-3.6	-0.6
O/N=C/c1cn(-c2ccccc2)nn1	0.8	7.4	1.4	8.6	-7.1	0.7	14.8	-0.2	0.7
COc1ccc(-c2noc(Cc3ccccc3OC)n2)cc1	-7.0	-11.5	-5.5	0.6	-7.4	-0.1	92.3*	-10.2	1.7
Nc1nonc1C(=O)NCCNCc1cc(Br)ccc1OCc1ccccc1F	44.2*	-20.7	-52.1	50.8*	-9.7	0.9	.	2.1	23.8*

Three of the entries above in order of the NPY2 pot ag value, low to high.
Structure,NPY2 pot ag
COC(=O)c1cc2ccsc2n1Cc1nc(-c2ccc(OC)cc2)oc1C,-8.2
Cc1csc(SCC(=O)NC2CCCCC2)n1,-4.9
Cc1ccc2c(N)c(C(=O)N(c3ccccc3)c3ccccc3)sc2n1,6.0
